Screening results deposited in PubChem by The Scripps Research Institute Molecular Screening Center.
proKLK7 act: activators of human kallikrein-7 zymogen. P49862. 0.9% of 370,000 active. purified proKLK7, EDANS-DABCYL substrate fluorescence; 100% is mature enzyme control, 0% vehicle. AID 652039. activation, % at 7 µM;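 active = activation above the mean of all tested compounds plus 3 SD, computed per campaign excluding outliers beyond control limits, cut at about 13% in these data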
TDP2 absorb: TDP2 (human) inhibition, absorbance primary screen; O95551; recombinant TDP2, T5PNP hydrolysis, p-nitrophenol absorbance 415 nm; inhibition, % at 12.8 µM; 0.34% of 370,000 active; AID 720702;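 active = inhibition above the mean of all tested compounds plus 3 SD, set per campaign, cut at about 25% in these data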;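 note: 0% = DMSO with enzyme and 100% = buffer with substrate but no TDP2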
Target sequence (O95551 whole entry, looked up): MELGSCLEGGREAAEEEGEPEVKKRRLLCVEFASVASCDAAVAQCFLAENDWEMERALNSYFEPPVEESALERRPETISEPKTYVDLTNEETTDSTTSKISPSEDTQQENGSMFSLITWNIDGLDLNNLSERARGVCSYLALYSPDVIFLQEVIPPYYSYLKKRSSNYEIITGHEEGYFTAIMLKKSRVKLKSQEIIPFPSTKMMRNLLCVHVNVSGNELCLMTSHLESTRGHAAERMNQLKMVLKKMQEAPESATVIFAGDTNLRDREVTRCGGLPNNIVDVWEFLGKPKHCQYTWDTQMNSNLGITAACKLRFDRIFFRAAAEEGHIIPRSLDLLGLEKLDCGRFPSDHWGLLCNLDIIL
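Test system: Human TDP2 enzyme | Reagent: 5 mM T5PNP | Compound dosing: 12.8 µM single point, 1% DMSO | Incubation: Enzyme reaction with compound for 2 h at 37 °C | Technique: p-Nitrophenol epi absorbance | Read-out: % inhibition relative to enzyme-containing and enzyme-free wells | Benchmarks: High control without enzyme, low control DMSO plus TDP2 | Replicates: Singlicate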
ASAP1 GAP inh: ASAP1 ArfGAP inhibition | AID 624377 | inhibition, % at 16.5 µM | 0.19% of 360,000 active | ASAP1-stimulated ARF1 GTP hydrolysis, GDP FP detection | Q9ULH1; in the data active = inhibition above about 25%;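 note: 0% = vehicle with enzyme and substrate and 100% = no enzyme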
LEDGF integ inh: blocks HIV-1 LEDGF/p75-dependent DNA integration | inhibition, % at 3.7 µM | 0.64% of 370,000 active | TR-FRET IN-LEDGF/p75 DNA integration, Eu/Cy5 | AID 743269;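 active = inhibition above the screen-wide mean plus 3 SD, cut at about 13% in these data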;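 note: signal is the Cy5 over europium emission ratio at 671 and 618 nm; 0% = plate median of compound wells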
ADAM10 inh: inhibitors of human ADAM10; 0.62% of 370,000 active; AID 720582; recombinant ADAM10, EDANS/DABCYL FRET peptide cleavage, 3 h; inhibition, % at 7 µM;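 active = inhibition above a per-campaign cutoff equal to the mean of compounds falling between control-based bounds plus 3 SD, cut at about 20% in these data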;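 note: 0% = DMSO wells while the 100% control is not disclosed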
DDE Tn7 FP inh: inhibitors of Tn7 peptide binding to human fibrin DD(E); 0.13% of 370,000 active; AID 720508; FP displacement of FITC-Tn7 peptide from fibrin DD(E); 0% = median of compound wells per plate; inhibition, % at 8.3 µM; P02675;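 active = inhibition above the mean of compounds falling within the control limits plus 3 SD of them, cut at about 14% in these data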;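 note: 0% = plate median of compound wells and 100% = 10 µM Aha-Tn7 peptide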
Target sequence (P02675 whole entry, looked up): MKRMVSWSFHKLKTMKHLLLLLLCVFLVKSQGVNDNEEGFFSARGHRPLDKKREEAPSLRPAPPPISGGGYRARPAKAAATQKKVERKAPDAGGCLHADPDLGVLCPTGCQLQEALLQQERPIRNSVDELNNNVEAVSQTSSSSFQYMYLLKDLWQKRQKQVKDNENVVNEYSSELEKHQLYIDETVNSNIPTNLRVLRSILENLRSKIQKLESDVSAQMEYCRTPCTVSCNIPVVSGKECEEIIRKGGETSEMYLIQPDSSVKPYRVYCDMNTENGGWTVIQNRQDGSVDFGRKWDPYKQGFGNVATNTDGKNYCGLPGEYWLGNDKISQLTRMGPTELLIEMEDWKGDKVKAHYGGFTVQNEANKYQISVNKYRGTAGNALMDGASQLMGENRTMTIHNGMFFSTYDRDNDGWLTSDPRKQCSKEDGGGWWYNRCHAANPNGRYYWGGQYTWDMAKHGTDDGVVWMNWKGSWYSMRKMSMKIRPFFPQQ
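Also added: labelled Tn7 tracer, 0.1 µM; Assay system: human fibrin DD(E) protein; Amount: 2 µM fibrin DD(E); Schedule: 10 min compound pre-incubation, 3 h probe incubation at room temperature; Repeats: one replicate per compound; Read-out basis: percent inhibition; Measured by: fluorescence polarization of the labelled Tn7 tracer.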
DDE Tn6 FP inh: DD(E)-Tn6 binding inhibition, primary FP screen; P02675; Fibrin DD(E) TRITC-Tn6 fluorescence polarization displacement; inhibition, % at 8.3 µM; 0.21% of 370,000 active; AID 720509;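 active = inhibition above a per-campaign cutoff: mean of compounds within control limits plus 3 SD, cut at about 15% in these data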;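 note: 0% = median of all compound wells on the plate and 100% = blocking peptide control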
PLCg1 inh: blocks human PLC-gamma1 enzyme activity | P19174 | purified PLC-gamma1, fluorogenic substrate, fluorescence | inhibition, % at 12.2 µM | 0.84% of 370,000 active | AID 720700; in the data active = inhibition above about 9.5%
ADAM17 inh: ADAM17 inhibition, QFRET primary screen; inhibition, % at 6.95 µM; recombinant ADAM17, EDANS/DABCYL FRET peptide cleavage; P78536; 0.83% of 370,000 active;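 active = inhibition above the mean of compounds lying between control limits plus 3 SD, set per campaign, cut at about 8.5% in these data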;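 note: 0% = DMSO-only wells as the low control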
ARFGAP1 inhibitor: inhibitors of rat ARFGAP1; Q62848; Arfgap1-stimulated ARF1 GTP hydrolysis, GDP FP detection; AID 651572; inhibition, % at 16.5 µM; 0.26% of 360,000 active;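 active = inhibition above a per-plate limit, mean inhibition of low control wells plus 3 SD, cut at about 25% in these data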;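 note: 0% = DMSO wells with enzyme and 100% = wells lacking Arfgap1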
Target sequence (Q62848 1-136 limits assumed): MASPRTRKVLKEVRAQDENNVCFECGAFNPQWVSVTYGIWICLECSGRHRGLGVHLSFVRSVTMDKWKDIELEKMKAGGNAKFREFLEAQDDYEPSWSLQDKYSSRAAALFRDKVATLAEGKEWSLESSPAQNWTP
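material = rat Arfgap1 catalytic domain, aa 1-136 | also added = human ARF1(Δ1-17)-GTP substrate | compound dosing = one concentration, 16.5 µM, DMSO 1.26% | times = GTP hydrolysis reaction 2 h at 25 °C | measured by = FP, GDP Alexa 633 tracer displaced from anti-GDP antibody, 620/688 nm | evaluation = percent inhibition of Arfgap1-stimulated GTP hydrolysis | replication = single well per compound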
An asterisk follows results filed as active; x = not tested or not shown.

canonical_smiles	proKLK7 act	TDP2 absorb	ASAP1 GAP inh	LEDGF integ inh	ADAM10 inh	DDE Tn7 FP inh	DDE Tn6 FP inh	PLCg1 inh	ADAM17 inh	ARFGAP1 inhibitor
COc1ccccc1C(=O)NCCC(=O)NC1CCCC(C)C1C (centres undefined)	0.2	18	7	-1	-4	1	6	3	-4	-4
CCCN1C(=O)c2n[nH]c(C(C)C)c2C1c1cccc(C(F)(F)F)c1 (centres undefined)	-0.1	5	0	0	-2	-3	-2	-6	-3	4
Cn1cc(S(=O)(=O)N2CCN(c3cccc(Cl)c3)CC2)c(=O)n(C)c1=O	-0.4	10	0	-4	-3	-5	2	4	-3	-5
Cc1ccc(-n2c(CC#N)n[nH]c2=S)c(C)c1	-0.1	8	-6	0	-5	-8	-4	-7	-3	0
CCCc1ccc(OCC(=O)NNC(=S)NC(=O)c2ccco2)cc1	-0.1	4	4	5	-1	-5	4	-3	-1	2
CC(NC(=O)C1CCN(S(=O)(=O)c2ccc(Br)s2)CC1)c1ccccc1 (centres undefined)	-0.1	-6	-14	1	9	-7	0	-8	0	11
Cc1noc(C)c1CCC(=O)NC1CCCN(Cc2ccc(CC(C)C)cc2)C1 (centres undefined)	0.2	-1	3	2	8	-5	2	3	4	4
COCCNC(=O)CN(Cc1ccc(F)cc1)C(=O)CCC(=O)Nc1nccs1	0.4	1	1	-2	-8	-1	-2	3	-5	11
CC(=O)N1CCCN(Cc2nc(C3(c4ccc(C)cc4)CCCC3)no2)CC1	0.0	6	-19	4	3	2	-2	-1	-5	8
CCC(=O)Nc1ccc(NC(=O)CSc2nnnn2CC)cc1C	0.2	0	-3	1	16	5	3	1	1	0
CCCCNC(=O)NC1CCN(CC(=O)Nc2ccc3c(c2)OCCO3)CC1	-0.2	-7	x	-6	-16	1	-9	-1	-1	x
Cc1ccc(S(=O)(=O)NC(=O)C2(C)CCN2C(=O)c2ccc(C(F)(F)F)nc2C)cc1 (centres undefined)	-0.2	-9	1	3	-7	-1	2	6	-1	-3
O=C(c1ccc(Cl)cc1)N1CCc2ccccc21	0.2	-3	4	1	6	-6	-20	1	2	6
COc1ccc(N2C(=O)C3CCCN3C2c2cc(OC)c(OC)cc2OC)cc1 (centres undefined)	0.8	-18	7	6	-43	6	1	-19	-11	5
CN[C@H]1CCc2cc(OC)c(OC)c(OC)c2-c2ccc(OC)c(=O)cc21	0.3	-3	-4	4	7	-7	2	1	-1	4
COc1ccc2[nH]c(C(=O)N/N=C/c3cc(OC)c(OC)c(OC)c3)cc2c1	-4.2	6	17	-1	-68	5	-14	-245	-32	14
Cc1ccc(C(=O)NCC(=O)N2CCc3ccccc3C2)cc1C	-0.4	-9	9	-3	0	4	7	-2	3	2
O=C(C1CC1)N1CCc2cc(Br)cc(S(=O)(=O)NCCN3CCOCC3)c21	0.1	0	-4	1	-15	-1	-1	0	-2	4
COc1cc(NC(=O)CC2NCCNC2=O)cc(OC)c1 (centres undefined)	-0.6	-1	0	0	1	1	11	3	-2	-4
COc1ccc(C)cc1NC(=O)CCS(=O)(=O)c1ccc2c(c1)oc(=O)n2C	0.4	11	-20	3	5	-1	3	4	-4	-11
N/C(=N\S(=O)(=O)c1cc(C(F)(F)F)cc(C(F)(F)F)c1)c1cccs1	-0.5	-7	-17	-1	8	-5	5	0	4	-4
CC1(C)C[C@H](O)[C@]2(CO)CC[C@]3(C)C(=CCC4[C@@]5(C)CC[C@H](O)C(C)(C)C5CC[C@]43C)[C@@H]2C1 (some centres undefined)	-0.5	-3	6	2	-4	-14	3	0	-1	6
CCn1c(COc2cccc(C)c2C)nnc1SCC(=O)Nc1cc(C)on1	0.6	-10	1	-5	-5	2	1	2	1	4
N#Cc1ccsc1NC(=O)CSc1ncnc2ccccc12	-0.7	4	-3	-2	6	-1	-2	-18	2	3
Fc1ccc(C2c3[nH]c4ccccc4c3CCN2Cc2ccoc2)cc1 (centres undefined)	3.3	-10	16	4	-7	-10	2	-33	-6	5
O=C(CN1C(=O)C2C3c4ccccc4C(c4ccccc43)C2C1=O)N1CCOCC1 (centres undefined)	-0.1	-2	10	1	0	3	-3	1	-1	-5
Cc1ccc(C(=O)N(C)Cc2ccccc2)cc1S(=O)(=O)N1CCOCC1	-0.6	0	-20	-1	-6	0	0	-1	-3	-7
CS(=O)(=O)c1ccc(NS(=O)(=O)c2ccc(Cl)c(C(=O)NCc3ccco3)c2)cc1	0.4	-12	10	2	-8	-2	-2	3	3	0
S=C(Nc1ccc(Br)cc1)N1CCCC1	0.1	-6	9	2	7	0	0	4	4	2
COc1cc2c(cc1OC)CN(CC(=O)Nc1cccc(C)c1)CC2	2.3	4	8	2	-22	5	2	-38	-9	6
CCC(C)[C@H](NC(=O)[C@@H]1CSC2c3ccccc3C(=O)N21)C(=O)NCC1CCCO1 (some centres undefined)	0.4	-13	10	5	1	2	0	4	12*	1
OC(CNCc1ccccn1)c1ccccc1 (centres undefined)	-0.2	7	0	0	-1	-4	9	1	-4	-8
Cc1ccnc(SCC(=O)Nc2cc(C)on2)n1	0.5	2	-3	-1	-4	-2	-1	1	-3	-14
CCOC(=O)c1sc(NC(=O)CN2CCCC2)c(C(=O)OCC)c1C	0.1	-1	-2	1	5	8	-1	-1	-1	-2
CC(NC(=O)CSc1cccc(C(F)(F)F)c1)c1ccccc1 (centres undefined)	0.3	-4	-13	-3	1	9	8	-1	-2	-22
CCc1nnc(NC(=O)C2CCC2)s1	-0.4	8	9	0	-3	4	-7	1	-3	8
Cc1cc2nc(C(C)(C)C)c(Cc3cccc(F)c3)n2c(C)c1Br	0.5	3	2	0	-14	-11	6	-8	-4	14
CN(C)c1ccc(C=NNc2ccccn2)c(Cl)c1	-3.1	6	5	-3	-43	-1	5	-24	-9	9
COc1ccc(C(NC(C)=O)c2c(O)ccc3ccccc23)cc1OC (centres undefined)	-8.2	-7	-1	2	-71	-3	3	-7	-17	-3
CCCC(C(=O)NC1CCCC1)N(CCCN1CCOCC1)C(=O)c1snc(C(N)=O)c1N (centres undefined)	1.1	2	1	-1	-138	6	-5	-40	-41	-6
CC(C)C(C(=O)NC1=NCCS1)c1ccc(Cl)cc1 (centres undefined)	-0.5	5	-2	3	-1	0	6	-3	-3	-1
COC(=O)c1cccc(NC(=O)C2COc3ccccc3O2)c1 (centres undefined)	-0.2	9	-12	2	-1	2	-5	-2	-5	1
Cc1ccc(-c2nnn(CC(=O)N(c3cccc(F)c3)C(C(=O)NC3CCCC3)c3ccncc3)n2)o1 (centres undefined)	-0.1	5	-14	2	5	1	4	1	-1	2
C=CCn1c(SCC(=O)N2CCOCC2)nnc1C(C)NC(=O)c1ccccc1 (centres undefined)	-0.1	12	7	1	1	-2	-4	1	-1	2
Cc1ccc(N=Cc2ccc(N(C)C)cc2)cc1	0.0	8	-6	2	-3	4	-8	-3	-3	8
Cc1ccc(N(CC(=O)NC(C)(C)C)C(=O)CS(=O)CC(=O)Nc2ccc(F)cc2)cc1 (centres undefined)	0.2	-1	5	-3	-5	-5	-3	0	-1	2
COc1ccc(-n2c(CN3CCN(c4ccccc4)CC3)nc3ccc([N+](=O)[O-])cc3c2=O)c(OC)c1	0.3	5	3	-5	-4	0	-7	2	-4	3
O=C(NNc1cccc(Cl)n1)C1CC1	-0.6	-1	8	0	0	-7	1	2	1	1
COC(=O)c1ccc(Nc2c([N+](=O)[O-])ccc3nonc23)cc1	-0.4	-19	15	2	1	-3	2	7	7	-1
COc1ccc(C)cc1-n1nnnc1SCn1nnc2ccccc2c1=O	-0.1	0	14	-1	-9	-3	-3	-1	-5	3

More records
canonical_smiles	proKLK7 act	TDP2 absorb	ASAP1 GAP inh	LEDGF integ inh	ADAM10 inh	DDE Tn7 FP inh	DDE Tn6 FP inh	PLCg1 inh	ADAM17 inh	ARFGAP1 inhibitor
O=C(O)COc1ccc(Br)cc1CP(=O)(c1ccccc1)c1ccccc1	1.1	19	1	3	-6	-1	1	1	-4	-7
O=C(NC1CCCC1)C(c1ccccn1)N(C(=O)c1csnn1)c1ccccc1 (centres undefined)	0.7	10	6	-1	-2	1	-10	1	-1	-14
CCOC(=O)/C=c1\s/c(=C\c2c(OC)ccc3ccccc23)c(=O)n1CC(=O)NCC1CCCO1 (centres undefined)	-245	-12	5	3	17	4	5	-276	2	-4
CC1(C)Cc2cccc(OCC(=O)NCc3cccs3)c2O1	-0.1	1	-14	-4	-6	-6	9	0	-1	-10
CCOc1ccc(C(=O)NCC2CCCN2S(=O)(=O)c2cccs2)cc1 (centres undefined)	0.0	-6	3	3	2	4	-9	6	2	-8
Cc1ccc([N+](=O)[O-])cc1S(=O)(=O)N(C(=O)c1ccncc1)c1ccc2oc3c(c2c1)CCCC3	0.2	-5	-10	-2	19	1	-5	3	7	-6
CC(C(=O)N1CCCCC1)N(C)CC(=O)Nc1ccc(F)c(F)c1F (centres undefined)	0.2	2	0	0	-3	6	2	-2	-2	26*
CCc1ccc(-c2cc(C)no2)cc1S(=O)(=O)NCCc1ccc(S(N)(=O)=O)cc1	-0.1	-15	3	1	7	-10	3	4	4	7
CCOc1cc(N2CCOCC2)c(OCC)cc1NC(=O)CSc1ncccn1	-0.2	0	2	-3	-6	5	5	0	-2	-11
COc1ccc(N2CCN(C(=O)c3ccc(C)c(NC(=O)c4ccco4)c3)CC2)cc1	-0.3	-3	-20	-4	-6	-2	-2	1	-1	7

Copied from the results shown for reference:
canonical_smiles	proKLK7 act	TDP2 absorb	ASAP1 GAP inh	LEDGF integ inh	ADAM10 inh	DDE Tn7 FP inh	DDE Tn6 FP inh	PLCg1 inh	ADAM17 inh	ARFGAP1 inhibitor
Cc1ccc([N+](=O)[O-])cc1S(=O)(=O)N(C(=O)c1ccncc1)c1ccc2oc3c(c2c1)CCCC3	0.2	-5	-10	-2	19	1	-5	3	7	-6
CC(C(=O)N1CCCCC1)N(C)CC(=O)Nc1ccc(F)c(F)c1F (centres undefined)	0.2	2	0	0	-3	6	2	-2	-2	26*
CCc1ccc(-c2cc(C)no2)cc1S(=O)(=O)NCCc1ccc(S(N)(=O)=O)cc1	-0.1	-15	3	1	7	-10	3	4	4	7
